Screens (PubChem)
EPAC1 agonist – activates human EPAC1 exchange factor; AID 720707; 360,000 compounds, 0.073% hits; O95398; EPAC1 agonist qHTS, biochemical assay; response scale: 100% = response to 6.5 mM cAMP; Potency, µM (titrated, usually from 154 µM), for the others: at the highest dose activation, most hits filed as activators; note: potency is the fitted concentration of half-maximal effect; nearly all actives have a fitted effect of over 60% in size
Target sequence (O95398 whole entry, looked up): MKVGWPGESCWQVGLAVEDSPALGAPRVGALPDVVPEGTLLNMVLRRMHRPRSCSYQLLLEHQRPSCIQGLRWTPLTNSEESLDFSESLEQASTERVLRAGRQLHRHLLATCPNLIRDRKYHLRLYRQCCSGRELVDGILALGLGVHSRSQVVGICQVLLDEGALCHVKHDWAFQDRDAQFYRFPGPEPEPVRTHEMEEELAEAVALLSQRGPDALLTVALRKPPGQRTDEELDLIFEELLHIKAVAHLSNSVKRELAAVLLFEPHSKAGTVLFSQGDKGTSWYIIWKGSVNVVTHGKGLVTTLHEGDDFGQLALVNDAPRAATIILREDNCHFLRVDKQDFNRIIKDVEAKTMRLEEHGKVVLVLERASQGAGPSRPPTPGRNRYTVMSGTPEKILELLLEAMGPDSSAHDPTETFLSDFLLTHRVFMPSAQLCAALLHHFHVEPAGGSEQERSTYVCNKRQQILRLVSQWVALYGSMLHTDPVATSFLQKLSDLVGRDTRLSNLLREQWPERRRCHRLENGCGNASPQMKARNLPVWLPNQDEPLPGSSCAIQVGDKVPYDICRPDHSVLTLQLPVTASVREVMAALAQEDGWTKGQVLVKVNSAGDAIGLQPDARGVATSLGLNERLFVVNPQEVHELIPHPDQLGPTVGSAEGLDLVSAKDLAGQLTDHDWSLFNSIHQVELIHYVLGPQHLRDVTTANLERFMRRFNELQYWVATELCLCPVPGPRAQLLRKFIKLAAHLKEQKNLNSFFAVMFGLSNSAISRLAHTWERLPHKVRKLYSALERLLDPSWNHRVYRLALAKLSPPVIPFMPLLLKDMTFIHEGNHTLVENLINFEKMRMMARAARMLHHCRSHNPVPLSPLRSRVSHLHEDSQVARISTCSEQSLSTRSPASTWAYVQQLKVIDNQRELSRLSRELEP
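Fluorescent GDP-exchange assay: 100 nM EPAC1 with 250 nM Rap1B preloaded with BODIPY-GDP and 50 uM GDP; compounds tested as concentration series, 5 min at room temperature, then read every 5 min for 30 min (ex 480/em 540 nm); normalized to 6.5 mM cAMP.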
PLK1 PBD inh – inhibitors of human PLK1 polo-box domain binding; P53350; Plk1 PBD binding of FITC phosphopeptide, fluorescence polarization; Potency, µM, without a hit: max response, negative = inhibition, usual class: inhibitors; 360,000 compounds, 2.8% hits; note: potency is the fitted concentration of half-maximal effect; series mostly up to about 57 µM; % is set by controls: 0 for no effect and ±100 for the full control effect; nearly all actives have a fitted effect of over 65% in size
EPAC1 antagonist – blocks human EPAC1 exchange factor | O95398 | 360,000 compounds, 0.14% hits | EPAC1 GEF assay, Rap1b-BODIPY-GDP exchange fluorescence | Potency, µM (series often up to 115 µM), for inactives: at the highest dose activity change, negative = inhibition, usual class: inhibitors | AID 720709;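 note: potency is the fitted concentration of half-maximal effect; plate controls were vehicle for no effect and positive control for full effect; nearly all actives have a fitted effect of over 50% in size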
Abeta yeast res – restores growth of yeast expressing A-beta42 peptide; Potency, µM (doses to about 46.1 µM), for inactives: top-dose growth rescue, usual class: activators; yeast expressing A-beta42, growth rescue, OD600, 48 h; response scale: 0% DMSO, 100% iron-clioquinol control; AID 1347071; 410,000 compounds, 0.063% hits; note: potency is the fitted concentration of half-maximal effect; nearly all actives have a fitted effect of over 55% in size
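Yeast growth medium received pinned compounds, then yeast cells expressing toxic A-beta were added; plates incubated at 30 C for 48 hr. Growth read as absorbance at 600 nm, normalized to DMSO and equimolar FeCl3 plus clioquinol controls.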
aSyn rescue – rescues yeast growth from alpha-synuclein toxicity; Yeast expressing alpha-synuclein, growth rescue, BacTiter-Glo, 24 h; Potency, µM (top dose mostly 46.1 µM), for inactives: at the top dose growth rescue (activation), most hits filed as activators; 370,000 compounds, 0.14% hits; AID 652106; note: potency is the fitted concentration of half-maximal effect; % of control where 0% means no effect; nearly all actives have a fitted effect of over 65% in size
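Rescue of yeast growth: cells expressing toxic alpha-synuclein, induced in galactose at OD600 0.02, incubated with compound 24 h at 30 C. ATP luminescence quantified growth; inhibitors of toxicity appear as activators.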
WRN helicase inh – inhibitors of human WRN helicase; Q14191; WRN helicase unwinding, fluorescent forked duplex, kinetic; Potency, µM (titrated, usually from 114 µM), for the others: at the top dose activity change, negative = inhibition, actives largely listed as inhibitors; 360,000 compounds, 0.46% hits; note: potency is the fitted concentration of half-maximal effect; % is set by controls: 0 for no effect and ±100 for the full control effect; nearly all actives have a fitted effect of over 55% in size
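WRN at 20 nM final preincubated with compound 15 min at room temperature; reaction started with 100 nM fluorophore/quencher forked duplex oligonucleotide and 2 mM ATP final. Unwinding followed kinetically by red fluorescence (ex 525, em 598 nm).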
IL2 activator – IL-2 activation; IL-2 activation reporter assay, cell-based qHTS; stimulated with anti-CD3/CD4/CD28 beads; in transgenic mouse T cells; activation, % (series mostly up to about 46 µM); 360,000 compounds, 0.065% hits; in the data active = activation above about 50%; inconclusive = mostly about 30% to 49%; note: 0% is about no effect
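Unstimulated transgenic mouse T cells; 60-min compound exposure; bead-based TCR/CD4/CD28 stimulation; 18 h culture, 37 degrees C; dual fluorescence (EGFP, DsRed) plate cytometry.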
PI5P4Ka inh – PI5P4K alpha (human) kinase inhibition. PI5P4Kalpha enzyme, ADP-Glo luminescence, 60 min; hits give low values. P48426. 330,000 compounds, 1.2% hits. max response, %; active = max response of -50% or lower; inconclusive = between -30% and -50%; inactive = -30% or higher; note: value at the top dose of about 77 µM; % is set by controls: 0 for no effect and ±100 for the full control effect
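Luminescence from ADP-Glo served as readout of PI5P4Kalpha activity in a qHTS format. Reaction: enzyme, substrate, compound, ATP at 5 microM final, 60 min at RT.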
FUS suppressor – FUS proteinopathy suppression in yeast; S. cerevisiae FUS-expressing, growth rescue, OD600, 24 h; Potency, µM (doses to about 76.6 µM), for the others: at the highest dose growth rescue (activation), hits mostly activators; 390,000 compounds, 0.24% hits;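 note: potency is the fitted concentration of half-maximal effect; plate controls were DMSO vehicle for no effect and reference control for full effect; nearly all actives have a fitted effect of over 55% in size; some results filed as inactive show a strong effect at the top dose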
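Absorbance at 600 nm, taken 24hr after compound addition, measured rescue of FUS-yeast growth at 30C. Induction used 2% galactose with seeding at OD 0.005. Controls: CP55940 from 92uM final, DMSO only.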
* = called active by the depositor; ? = inconclusive; . = not tested or not shown; & = joins results of further samples; [ ] = remark or other dose. Unless noted, calls come from the whole dose curve; as a rule, active = well fitted curve in the direction sought with a large enough effect; inconclusive = small, poorly fitted or top-dose-only effect, or another doubt; inactive = no such curve, though single readings can be large; an effect the other way counts as inactive or inconclusive.

Values run as follows: EPAC1 agonist | PLK1 PBD inh | EPAC1 antagonist | Abeta yeast res | aSyn rescue | WRN helicase inh | IL2 activator | PI5P4Ka inh | FUS suppressor
- COc1ccc(NC(=O)CN(C)C(=O)c2cc3c(s2)CCCCC3)cc1
    -2% | 3% | 2% | 22% | 0% | -10% | 0.1 | -8 | 7%
- O=C(NCCc1ccccc1)c1cccc(NC(=O)C2CCCCC2)c1
    -6% | -3% | -6% | -7% | 0% | 0% | -0.6 | -13 | 7%
- CCOC(=O)[C@]12CCC=C1N(Cc1ccc3c(c1)OCO3)C(=O)[C@H](CC(=O)N1CCOCC1)C2
    6% | 1% | 10% | -8% | -5% | 5% | -0.4 | -2 | 5%
- CCOC(=O)c1c(NC(=O)c2ccco2)sc2c1CCCC2
    0% | 27µM* | -10% | 1% | -1% | 5% | -2.6 | -7 | -3%
- CCN(CC(=O)Nc1c(F)cccc1F)C(=O)c1cc2c(cc1Cl)N1CCCCCC1=NS2(=O)=O
    -5% | 2% | 8% | 27% | 1% | 3% | -4.7 | -5 | 3%
- COC(=O)c1ccccc1NC(=O)CSc1n[nH]c(C)n1
    2% | 0% | -5% | -14%&-19% | 3% | -13% | 0.0 | 31 | -15%&13%
- O=C(NCc1ccccc1Cl)[C@@H]1CCCN1S(=O)(=O)c1ccc(Cl)cc1
    8% | -14% | -23% | ? | 5% | -30% | -0.4 | 7 | 3%
- O=C(Nc1cccc(C(F)(F)F)c1)c1ccc(-c2ccc(F)c(F)c2)c2ccoc12
    -15% | -10% | -14% | 17% | 4% | -2% | 0.7 | 3 | -10%
- CCNC(=O)C1(C)CCN(C(=O)c2ccc(-c3ccccc3)cc2)C1 (stereo not given)
    -6% | 1% | 3% | -18% | 1% | -1% | -0.4 | -2 | -6%
- COc1ccc(OC)c(-c2cc(C(=O)Nc3c(C)n(C)n(-c4ccccc4)c3=O)no2)c1
    6% | -9% | 4% | 19% | 3% | 8% | -0.7 | . | 43%
- Clc1ccc(Oc2ccccc2)c2ncccc12
    9% | -1% | -14% | 20% | 2% | -6% | -0.6 | 13 | -10%
- Cc1ccc(CCN2CC(C(=O)NCCc3ccccc3)CC2=O)cc1 (stereo not given)
    -1% | 7% | -4% | 8% | 7% | 2% | 0.2 | -6 | -7%
- COC(=O)CCCc1nc2ccccc2s1
    3% | ? | -18% | 5% | 2% | 6% | -2.5 | 3 | -6%
- O=C(Nc1ccc(Cc2ccc(NC(=O)C3CC3)cc2)cc1)C1CC1
    -7% | 27µM* | -11% | -7% | 0% | 0% | -0.4 | -7 | 18%
- Cc1ccc(C(=O)C2CCN(C(=S)NCC3CCCO3)CC2)cc1 (stereo not given)
    7% | -14% | 9% | 14% | -3% | 4% | 0.6 | 1 | 18%
- O=C1CCC(C(=O)N2CCCC(N3CCN(c4cccc(C(F)(F)F)c4)CC3)C2)=NN1 (stereo not given)
    -2% | 4% | 18% | 7% | 6% | -2% | -0.4 | 5 | 11%
- CCc1sc(C(=O)NCc2cc(C)n(C)n2)cc1Br
    -2% | -5% | -13% | -22% | 6% | -9% | -3.9 | . | 27%
- CSc1ccccc1NC(=O)CSc1n[nH]c(C)c1[N+](=O)[O-]
    -2% | ? | -4% | 2% | 10% | 2% | 0.1 | -6 | 6%
- CCCCc1cc2c(cc1NC(=O)CN1CCCCC1)OCCO2
    -2% | -8% | -20% | 5% | -4% | -6% | -3.3 | 1 | 21%
- Cc1cc(NC(=O)Nc2cccc(Cl)c2)no1
    7% | 3% | -5% | -8% | -10% | -1% | 0.7 | -2 | -41%
- CCn1c(SCC(=O)NC2CCCCC2)nnc1-c1ccco1
    13% | -8% | -11% | 7% | -1% | 11% | 0.3 | -4 | -16%
- CC1(C)O[C@@H]2C[C@H]3[C@@H]4C[C@H](F)C5=CC(=O)C=C[C@]5(C)[C@H]4[C@@H](O)C[C@]3(C)[C@]2(C(=O)CO)O1
    -10% | -11% | -9% | -10% | -1% | 10% | -0.6 | -3 | -18%
- Cc1c(C(=O)N(Cc2ccncc2)CC2CCCO2)oc2c(F)cccc12 (stereo not given)
    13% | -13% | 12% | 11% | 3% | 1% | -4.1 | 6 | 3%
- O=C(Cn1nnc(-c2cccs2)n1)Nc1ccccc1C(F)(F)F
    -3% | -7% | -1% | -10% | -1% | 6% | -0.5 | -6 | -26%
- Fc1ccc(-n2c(-c3ccc4ccccc4n3)n[nH]c2=S)cc1
    11% | -10% | -2% | 2% | 1% | 4% | 1.2 | -1 | -28%
- NC(=O)C1CC(=O)N(c2ccc(OCc3ccc(Cl)cc3Cl)cc2)C1 (stereo not given)
    -11% | 3% | -26% | -4% | 5% | 1% | -0.9 | 0 | -19%
- CCCn1c(C)cc(C(=O)COc2ncnc3sccc23)c1C
    -9% | -3% | 1% | 0% | 27% | -13% | -1.5 | . | ?
- Cc1cccc(N2O[C@H]3C=CC2CCCC3)n1
    -14% | 0% | -8% | 0% | 1% | -7% | 0.4 | -1 | 1%
- Cc1cccnc1NC(=O)CNC(=O)c1sc2ccccc2c1Cl
    -6% | 2% | -7% | -7% | 12% | 7% | -0.3 | -2 | 6%
- OC[C@@H]1CN(Cc2cccs2)C[C@H](n2cnc3c(N4CCN(c5ccccc5)CC4)ncnc32)O1
    -5% | -2% | -14% | -11% | 7% | -5% | -0.5 | 7 | 41%

Next part
Values run as follows: EPAC1 agonist | PLK1 PBD inh | EPAC1 antagonist | Abeta yeast res | aSyn rescue | WRN helicase inh | IL2 activator | PI5P4Ka inh | FUS suppressor
- COc1ccccc1N1CCN(C(=O)CSc2ncccc2-c2nc3ccccc3[nH]2)CC1
    -8% | -11% | 4% | -16% | 9% | -23% | 0.8 | . | 34%
- O=[N+]([O-])c1ccc(N2CCN(CC(O)COc3ccccc3)CC2)cc1 (stereo not given)
    -3% | ? | 10% | -5% | -1% | 2% | -2.1 | 1 | 7%
- CCN(CC)CCN(Cc1cc2cc3c(cc2[nH]c1=O)OCCO3)C(=O)NC1CCCCC1
    5% | -8% | 22% | -10% | -12% | 16% | -0.4 | -2 | -7%
- CC[C@]1(C(=O)OC)[C@H]2C(=O)N(Cc3ccccc3)C(=O)[C@H]2[C@H]2CN=C(SCC(=O)c3ccccc3)N21
    6% | ? | 20% | 0% | -2% | -2% | -0.3 | -19 | 14%
- Cc1c(-c2ccccc2)cn2c1-c1ccc(C)n1CC2
    1% | -6% | -5% | -3% | -5% | -11% | 0.8 | -11 | ?
- Cc1ccc(S(=O)(=O)N(CCC(=O)N2CCOCC2)c2ccccc2)cc1
    -5% | 1% | 0% | -5% | -6% | 1% | 0.2 | -4 | -3%
- CCN1CCN(C(CNC(=O)c2ccc3c(c2)OCO3)c2cccnc2)CC1 (stereo not given)
    -6% | -6% | 6% | 1% | 0% | 2% | -1.0 | 2 | -16%
- Cc1ccc(C(=O)Nc2cccnc2)cc1Cl
    3% | -9% | -23% | -2% | -13% | 3% | 0.3 | 9 | 11%
- CCOC(=O)c1c(N)sc(C(O)(C(F)(F)F)C(F)(F)F)c1-c1ccc(F)cc1
    11% | 0% | -28% | -95%[inhibitor] | -24% | -24% | -3.7 | 4 | ?
- CCN(Cc1ccncc1)C(=O)CC1C(=O)NCCN1Cc1ccc(F)c(F)c1 (stereo not given)
    -3% | -14% | -10% | -14% | 1% | -1% | 1.2 | -8 | -8%
- CCOC(=O)c1sc(NC(=O)CSc2nc3ccccc3o2)c(C(=O)OCC)c1C
    10% | 3% | 6% | 17% | 1% | -6% | -0.3 | 0 | -9%
- Cc1ccc(S(=O)(=O)Nc2ccc3cn[nH]c3c2)c(C)c1
    9% | -12% | 4% | 6% | 0% | 6% | -0.7 | 1 | -4%
- O=C(Nc1ccccc1)c1ccc(NC(=O)C2CC2)cc1
    -14% | 1% | -7% | 12% | -10% | 0% | 0.1 | 4 | 34%
- O=C(CSc1ccccc1C(=O)O)Nc1cccc(C(=O)O)c1
    -2% | -2% | 11% | 2% | 1% | 5% | 2.6 | . | 12%
- NC(=O)c1cc(NC(=O)CCNS(=O)(=O)c2cccc(C(F)(F)F)c2)cc(C(N)=O)c1
    -8% | -14% | -8% | -5% | 2% | -4% | -1.7 | 7 | 8%
- COc1ccc(CN2C[C@H](C)[C@@H](CC(=O)NCc3ccccc3)C2=O)cc1
    3% | ? | 7% | 6% | -4% | 7% | -1.2 | 0 | -10%
- O=C(c1cnn2ccccc12)N1CCN(C2CCCCC2)CC1
    -7% | 6% | -16% | 3% | 0% | -7% | -2.3 | 0 | -12%
- CCOc1ccccc1CN1CCN(C2CCOCC2)CC1CCO (stereo not given)
    5% | 4% | -20% | 2% | -2% | 3%[57.1 µM] | -0.9 | 1 | 10%
- CN1c2ccccc2C(C)(C)C12CC(CCl)=NO2 (stereo not given)
    0% | -5% | -4% | -9% | -8% | 3% | -3.0 | 1 | 9%
- C#CCOc1c(Br)cc(/C=N\NC(=O)CN2CCOCC2)cc1OCC
    3% | -3% | 3% | 27% | 10% | -10% | 0.4 | -7 | 2%
- CCC(C)[C@H](NC(=O)N1CCn2c1nc1ccccc12)C(=O)NCc1ccccc1 (stereo not given in full)
    -9% | -1% | -26% | -5% | 1% | 5% | -3.2 | 5 | 45%
- CC(C)[C@H](NC(=O)N1CC(=O)Nc2ccccc21)C(=O)N[C@H](Cc1ccccc1)C(=O)O
    -17% | 2% | -2% | -9% | 6% | 9% | -0.1 | -6 | -9%
- CN(c1ccccc1)S(=O)(=O)c1ccc(Cl)nc1
    4% | -3% | -19% | -4% | 6% | 0% | 0.8 | -6 | 16%
- C=CCNC(=S)NNC(=O)c1ccccc1OCC
    5% | -6% | 4% | 0% | -1% | -2% | 4.4 | 2 | -5%
- CCS(=O)(=O)Nc1ccc(C(=O)CC2(O)C(=O)Nc3ccccc32)cc1 (stereo not given)
    1% | -5% | 0% | 6% | 0% | -5% | -0.9 | -2 | 12%
- CCOc1ccccc1C(=O)NCC(=O)OCC(=O)c1ccc2c(c1)OCCO2
    -10% | -1% | 2% | 0% | 4% | -17% | -0.3 | 0 | 7%
- CSc1ccccc1NC(=O)COC(=O)c1ccc(O)cc1
    10% | -2% | ? | -1% | -2% | -4%[57.1 µM] | 2.3 | 4 | 19%
